SNCA viab count = GF-AFC viability counterscreen for inhibitors of alpha-synuclein gene (SNCA) expression; HEK-293-SNCA-luc viability, GF-AFC fluorescence, 24 h; Potency, µM (series often up to 57.1 µM), for the others: at the top dose activity change, negative = cytotoxicity, most hits filed as cytotoxic; 0.12% of 150,000 active; AID 1671193, 2021;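 note: potency is the fitted concentration of half-maximal effect; 0% = DMSO-treated cells and -100% = medium-only wells without cells; nearly all actives have a fitted effect of over 30% in size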
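Cytotoxicity counterscreen: after 24 h compound treatment of genome-edited SNCA-luciferase HEK-293 cells, live-cell protease substrate GF-AFC read by fluorescence after 30 min; activity scaled between DMSO (0%) and medium-only (-100%), curves Hill-fitted.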
SNCA expr inhib = Primary qHTS assay for inhibitors of alpha-synuclein gene (SNCA) expression | HEK-293 SNCA-luciferase knock-in, luminescence, 24 h | Potency, µM (highest dose often 57.2 µM), for inactives: at the highest dose activity change, negative = inhibition, actives largely listed as inhibitors | 0.17% of 140,000 active | AID 1671194, 2021;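 note: potency is the fitted concentration of half-maximal effect; plate controls were DMSO cells for no effect and cell-free wells for full effect; nearly all actives have a fitted effect of over 45% in size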
IP6K1 inhibitor = Primary qHTS assay for small molecule inhibitors of Inositol hexaphosphate kinase 1 (IP6K1) | Inositol hexakisphosphate kinase 1 (Homo sapiens), Q92551 | IP6K1 kinase, ADP-Glo luminescence, 2 h; active compounds read low | activity change, % (series mostly up to about 58 µM) | 0.81% of 140,000 active | AID 1645851, 2021; in the data active = activity change below about -25%
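ADP-Glo luminescence measures ADP made by human IP6K1 during a 2 h RT reaction with ATP/IP6 (mix at 1.3 mM/130 uM); top library doses 57.5 and 19.1 uM final.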
GPT2 inhibitor = Primary qHTS assay for inhibitors of Glutamate pyruvate transaminase 2 (GPT2) | Alanine aminotransferase 2 (Homo sapiens), Q8TD30 | Recombinant GPT2, coupled pyruvate oxidase/HRP Amplex Red fluorescence | Potency, µM (series often up to 57.7 µM), inactives show at the highest dose activity change, negative = inhibition, hits mostly inhibitors | 0.25% of 100,000 active | AID 1671188, 2021; note: potency is the fitted concentration of half-maximal effect; nearly all actives have a fitted effect of over 60% in size; many of its hits are not listed in these tables
Target sequence (Q8TD30 whole entry, looked up): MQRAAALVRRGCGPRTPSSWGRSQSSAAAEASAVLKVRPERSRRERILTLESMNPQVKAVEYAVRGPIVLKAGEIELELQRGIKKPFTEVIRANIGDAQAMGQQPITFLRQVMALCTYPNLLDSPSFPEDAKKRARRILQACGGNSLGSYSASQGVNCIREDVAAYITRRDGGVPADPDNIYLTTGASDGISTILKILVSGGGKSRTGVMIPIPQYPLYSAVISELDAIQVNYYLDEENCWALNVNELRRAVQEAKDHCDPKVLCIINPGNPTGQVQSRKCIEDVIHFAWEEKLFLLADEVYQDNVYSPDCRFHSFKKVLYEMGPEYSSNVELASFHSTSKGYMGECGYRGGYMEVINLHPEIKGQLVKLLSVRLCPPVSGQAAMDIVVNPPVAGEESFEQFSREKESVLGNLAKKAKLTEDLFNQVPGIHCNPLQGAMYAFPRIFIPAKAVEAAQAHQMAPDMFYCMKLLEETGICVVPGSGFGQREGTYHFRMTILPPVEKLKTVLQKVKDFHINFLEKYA
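Recombinant GPT2 (10ng/uL) with 250uM a-KG and 2mM L-alanine, 30 min at room temperature, in HEPES pH 7.5 buffer. Pyruvate detected by pyruvate oxidase/HRP/Amplex Red fluorescence after 30 min in the dark; AOA (50uM) as positive control.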
FLuc inh = Firefly luciferase inhibition profiling of diverse chemical library using quantitative high-throughput screening; Luciferin 4-monooxygenase (Photinus pyralis), P08659; purified P. pyralis luciferase, luminescence, biochemical; Potency, µM (titrated, usually from 115 µM), for inactives: top-dose activity change, negative = inhibition, usual class: inhibitors; 2.5% of 76,000 active; AID 1347043, 2019; note: potency is the fitted concentration of half-maximal effect; nearly all actives have a fitted effect of over 65% in size
Target sequence (P08659 whole entry, looked up): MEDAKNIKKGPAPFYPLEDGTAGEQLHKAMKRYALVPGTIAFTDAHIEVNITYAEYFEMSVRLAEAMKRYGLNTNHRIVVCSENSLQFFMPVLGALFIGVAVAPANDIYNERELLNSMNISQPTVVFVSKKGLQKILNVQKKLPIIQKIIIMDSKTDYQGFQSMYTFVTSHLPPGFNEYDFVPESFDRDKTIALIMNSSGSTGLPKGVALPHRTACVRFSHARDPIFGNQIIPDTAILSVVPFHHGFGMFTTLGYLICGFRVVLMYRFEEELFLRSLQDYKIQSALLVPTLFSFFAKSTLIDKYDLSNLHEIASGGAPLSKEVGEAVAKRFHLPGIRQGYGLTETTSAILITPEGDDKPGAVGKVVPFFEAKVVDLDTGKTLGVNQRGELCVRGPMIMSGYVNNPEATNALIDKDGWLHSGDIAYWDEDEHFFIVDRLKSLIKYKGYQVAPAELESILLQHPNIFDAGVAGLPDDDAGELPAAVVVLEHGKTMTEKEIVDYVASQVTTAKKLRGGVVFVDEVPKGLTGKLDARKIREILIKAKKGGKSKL
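Luminescence read by CCD imaging after purified firefly luciferase (10nM final) was added to substrate buffer holding 10uM D-luciferin and 10uM ATP, pH 7.5, pre-dosed with compound.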
NIH3T3 tox = Cytotoxic Profiling in NIH 3T3 Cell Line of Diverse Libraries Using Quantitative High-Throughput Screening; Potency, µM (series often up to 96.7 µM), for inactives: top-dose activity change, negative = cytotoxicity, usual class: inhibitors; NIH 3T3 viability, CellTiter-Glo ATP luminescence, 48-72 h; 4.3% of 94,000 active; AID 1345082, 2018; note: potency is the fitted concentration of half-maximal effect; nearly all actives have a fitted effect of over 55% in size
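Mouse fibroblast NIH 3T3 cells, 400 per well, received compound via pintool and were incubated for 48 or 72 hr prior to CellTiter-Glo ATP luminescence measurement.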
HEK cytotox = Cytotoxic Profiling in HEK 293 Cell Line of Diverse Libraries Using Quantitative High-Throughput Screening | HEK 293 viability, ATP luminescence (CellTiter-Glo), 48-72 h | Potency, µM (highest dose often 115 µM), for inactives: at the highest dose activity change, negative = cytotoxicity, actives largely listed as inhibitors | 6.6% of 94,000 active; note: potency is the fitted concentration of half-maximal effect; nearly all actives have a fitted effect of over 60% in size
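ATP-coupled CellTiter-Glo luminescence served as viability read-out, recorded 10 min after reagent addition at room temperature. HEK 293 cells, 250 cells/well, had been incubated with pintool-transferred compound for 48 or 72 hr at 37 degree Celsius.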
* hit, by the source's call; i = inactive; ? = inconclusive; . = not tested or not shown; [ ] = another dose, or the depositor's remark. Unless noted, calls come from the whole dose curve; as a rule, active = well fitted curve in the direction sought with a large enough effect; inconclusive = small, poorly fitted or top-dose-only effect, or another doubt; inactive = no such curve, though single readings can be large; an effect the other way counts as inactive or inconclusive. Unless noted, % is set by controls: 0 for no effect and ±100 for the full control effect.

SMILES	SNCA viab count	SNCA expr inhib	IP6K1 inhibitor	GPT2 inhibitor	FLuc inh	NIH3T3 tox	HEK cytotox
Cc1ccc2c(n1)N(C)[C@H](CO)CCN(Cc1ccccc1F)C2	3%[87.6 µM]	6%[87.6 µM]	-11	i	-13%[172 µM]	-31%[174 µM]	-15%[172 µM]
COc1ccccc1CN1CC2(C1)C(=O)N(Cc1ccccc1)C(=O)[C@@H]1C[C@@H](O)CN12	5%[87.6 µM]	21%[87.6 µM]	4	?	-7%[172 µM]	-25%[174 µM]	i
Cc1ccc(NC(=O)c2cc3c(N4CCSCC4)nc(C)cn3n2)cc1	-1%	-19%	7	i	-11%	?	?
O=C(c1ccsc1)N1CCC2(CC1)CC(N(C(=O)c1ccccc1)C1CC1)CCO2 (configuration not stated)	3%	-11%	-4	0%	-5%	?	?
O=C(CN1CCCc2nc(C3CC3)ncc2C1=O)NCc1ccc(OC(F)(F)F)cc1	11%	7%	10	i	-11%	-19%	-29%
COCCNCc1ccc(-c2cccc(Cl)c2)o1	10%	53%[activator]	-7	-10%	-7%	-5%	-11%
CC(C)CC(=O)Nc1ccc2nc(SCC(=O)N3CCOCC3)sc2c1	7%	34%[activator]	10	.	.	.	.
CCS(=O)(=O)N(C1CC1)C1CCOC2(CCN(C(=O)NCc3ccccc3)CC2)C1 (configuration not stated)	12%	1%	13	i	-4%	-15%	-24%
CCN1CCN(C(=O)c2cnn(-c3ccc(F)cc3F)c2C2CCN(C(=O)OC(C)(C)C)CC2)CC1	-5%	47%[activator]	-10	.	.	.	.
O=c1[nH]c(=O)n([C@H]2C[C@@H](O)[C@@H](CO)O2)cc1C(F)(F)F	-17%	?	.	1%	.	.	.
Cc1noc(C2CC3(CCN(C(=O)Cc4cccc(F)c4)CC3)CN2C)n1 (configuration not stated)	-1%	-2%	-13	i	7%	i	-3%
COc1cccc(-c2nc(N3CCCCC3)ncc2C(=O)O)c1	-10%	-11%	-3	i	-12%	?	5%
O=C(NCc1cccs1)c1nc2cccnc2n(CCc2ccccc2)c1=O	-15%	10%	-1	-17%	.	-31%	?
O=C1CC(c2ccccc2)N(C(=O)C2CC2)CCCN(C(=O)CCc2c[nH]c3ccccc23)CCN1 (configuration not stated)	-11%	8%	18	i	-9%	-15%	-13%
CCCOc1cccc(NC(=O)c2c(-c3ccccc3Cl)noc2C)c1	-1%	11%	2	.	.	.	.
CCN(CC)CC(=O)Oc1ccc(NC(C)=O)cc1	2%[23.9 µM]	-17%[25.6 µM]	17	?	.	.	.
CCOc1ccccc1C(=O)Nc1ccc(S(=O)(=O)N2CCCCC2c2cccnc2)cc1 (configuration not stated)	-12%	19%	18	.	.	.	.
CCOC(=O)Cc1ccc(NC(=O)Nc2c[nH]c(=O)[nH]c2=O)cc1	10%	12%	-6	.	.	.	.
CN(Cc1ccccc1)c1ncnc2c1CCN(C(=O)C1CCC1)CC2	0%	-20%	9	i	10%	-30%	-30%
O=C(NCCOc1ccccc1)c1cnc2n1CCN(Cc1cccs1)CC2	-3%[87.6 µM]	?	0	i	-10%[172 µM]	?	?
COc1ccc(-c2nc3nc(C)cc(Nc4ccc(C(C)=O)cc4)n3n2)cc1	16%	34%[activator]	-8	.	.	.	.
CCN(CC)C(=O)Cn1c(C)ccc(NS(=O)(=O)c2ccc(OC)cc2)c1=O	0%	6%	3	-3%	6%	i	1%
O=C1NCc2ccccc2CC12CCN(Cc1ccccc1F)CC2	-7%	20%	13	2%	.	-11%	-15%
O=C(NCCSc1c(-c2ccc(Cl)cc2)[nH]c2ccccc12)c1ccc(S(=O)(=O)N2CCOCC2)cc1	10%	-6%	-13	.	.	.	.
Cc1cccc(NC(=O)Cn2cc(S(=O)(=O)Cc3ccccc3Cl)c3ccccc32)c1	?	8%	20	.	.	.	.
CC(C)C(=O)N1c2ncnn2C2(CCCCC2)[C@@H]2CCCC[C@@H]21	5%	-20%	-30*	.	.	.	.
O=C(N1CCN([S+](=O)([O-])Cc2ccccc2F)CC1)N1CC2CC(C1)[C@H]1CCCC(=O)N1C2 (some centres not stated)	-18%	-29%	3	?	-10%	-14%	-1%
Cc1ccc(-c2nc3n(n2)C(=O)CC(c2ccc(Cl)cc2)S3)cc1 (configuration not stated)	14%	22%	3	.	.	.	.
Fc1ccccc1-c1noc(N2CCOCC2)n1	-5%	29%	-1	-3%	32µM*	-18%	?
Cc1ccc2nc(C(C)NC(=O)c3cnc(-c4ccccn4)[nH]c3=O)[nH]c2c1 (configuration not stated)	-12%	-16%	-36*	?	0%	?	25µM*
O=C(NCc1cccs1)c1nc(-c2cccnc2)c2ccccn12	4%	11%	9	1%	-13%	?	?
O=C(C1CC1)N1CCC(OC2CCN(Cc3cccnc3)CC2)CC1	-8%	?	1	i	4%	i	6%
COc1ccccc1C(=O)N1CC(Oc2ccc3c(c2)OCO3)C1	1%	70%[activator]	-11	i	.	?	-10%
COc1ccc(Cl)cc1NC(=O)CCC1CCCN(S(=O)(=O)C2CC2)C1 (configuration not stated)	-5%	-21%	12	-6%[11.5 µM]	6%	-24%	?
Cc1cccc(N2CCN(C(=O)c3cnn(-c4cccc(Cl)c4C)c3C3CCNCC3)CC2)c1C	?	?	-6	.	.	.	.
O=C(Nc1ccc(F)cc1F)c1ccc2c(O)c(S(=O)(=O)c3ccc(Cl)cc3)c(=O)[nH]c2c1	2%	18%	6	.	.	.	.
CC(C)S(=O)(=O)N1CCc2c(c(CN3CCOCC3)nn2C)C1	8%	-7%	22	-44%	.	-18%	-14%
CC(C)CN1C(=O)CO[C@H](c2ccc(NC(=O)c3ccc4c(c3)OCO4)cc2)[C@H]1CO	-7%[87.6 µM]	55%[activator][87.6 µM]	13	i	-11%[172 µM]	?	?
COCC(=O)N1CCCC(C(=O)N2CCC(N3CCCC3=O)CC2)C1 (configuration not stated)	7%	-4%	21	i	.	i	-2%
CN(C(=O)NCc1ccccc1)C1CCc2nn(CC3CC3)c(=O)n2CC1 (configuration not stated)	6%	3%	-8	-4%	-5%	-12%	-7%
Cc1noc(C)c1S(=O)(=O)N1CCC(CCOc2ccccc2)C1 (configuration not stated)	2%	-7%	-5	2%	.	?	?
CCC(C)c1ccc(OCC(=O)Nc2cccc(-c3nc4ncccc4o3)c2)cc1 (configuration not stated)	-14%	8%	9	.	.	.	.
Cc1c2cnn(CC(=O)N3CCN(c4ccc(F)cc4)CC3)c(=O)c2c(C)n1Cc1ccccc1F	19%	19%	7	.	.	.	.
COc1cccc(-c2noc(CC3CCN(C(=O)c4ccc(N(C)C)cc4)CC3)n2)c1	7%	3%	-3	0%	-18%	-17%	?
CCN(CC)C(=O)C[C@@H]1c2nc(NC(=O)N3CCOCC3)sc2C[C@@H]2[C@](C)(CO)[C@H](O)CC[C@]21C	2%	18%	4	2%	-7%	-15%	-1%
COC1CCC12CCN(C(=O)c1cccn1C)CC2 (configuration not stated)	3%	7%	-11	-4%	-8%	-3%	-7%
COc1ccc(-n2c(=O)c3c4c(sc3n(Cc3cc(=O)n5c(C)cccc5n3)c2=O)CCC4)c(OC)c1	?	-9%	-39*	.	.	.	.
CCC(=O)N1c2ccccc2CC1C(=O)NCCc1ccccc1 (configuration not stated)	-13%	1%	9	.	.	.	.
CCC(=O)NCCC1CCN(C(=O)Nc2cc(F)ccc2F)CC1	1%	34%	-11	i	-15%	-6%	20%
COc1ccc(-c2c(C(=O)Nc3ccc(C)cc3)nc3sccn23)cc1	2%	-2%	1	-4%	.	-8%	?
CCOC(=O)C1CCCN(C(=O)c2ccc3nc(-c4cccnc4)oc3c2)C1 (configuration not stated)	-6%	14%	-14	-4%	.	?	?
Cc1ccccc1N1Cc2c(NCc3cccc(Cl)c3)ncnc2N(C)CC1=O	7%	-20%	-7	3%	-5%	?	?
CCOc1ccccc1CNC(=O)c1noc(-c2ccc3c(c2)OCO3)n1	2%	11%	15	i	?	?	?

Some of these compounds in order of number of heavy atoms, high to low:
SMILES	SNCA viab count	SNCA expr inhib	IP6K1 inhibitor	GPT2 inhibitor	FLuc inh	NIH3T3 tox	HEK cytotox
O=C(NCCSc1c(-c2ccc(Cl)cc2)[nH]c2ccccc12)c1ccc(S(=O)(=O)N2CCOCC2)cc1	10%	-6%	-13	.	.	.	.
CCN1CCN(C(=O)c2cnn(-c3ccc(F)cc3F)c2C2CCN(C(=O)OC(C)(C)C)CC2)CC1	-5%	47%[activator]	-10	.	.	.	.
Cc1cccc(N2CCN(C(=O)c3cnn(-c4cccc(Cl)c4C)c3C3CCNCC3)CC2)c1C	?	?	-6	.	.	.	.
O=C(Nc1ccc(F)cc1F)c1ccc2c(O)c(S(=O)(=O)c3ccc(Cl)cc3)c(=O)[nH]c2c1	2%	18%	6	.	.	.	.
COc1cccc(-c2noc(CC3CCN(C(=O)c4ccc(N(C)C)cc4)CC3)n2)c1	7%	3%	-3	0%	-18%	-17%	?
O=C(c1ccsc1)N1CCC2(CC1)CC(N(C(=O)c1ccccc1)C1CC1)CCO2 (configuration not stated)	3%	-11%	-4	0%	-5%	?	?
CCOC(=O)C1CCCN(C(=O)c2ccc3nc(-c4cccnc4)oc3c2)C1 (configuration not stated)	-6%	14%	-14	-4%	.	?	?
CCOc1ccccc1CNC(=O)c1noc(-c2ccc3c(c2)OCO3)n1	2%	11%	15	i	?	?	?
CN(Cc1ccccc1)c1ncnc2c1CCN(C(=O)C1CCC1)CC2	0%	-20%	9	i	10%	-30%	-30%
O=C1NCc2ccccc2CC12CCN(Cc1ccccc1F)CC2	-7%	20%	13	2%	.	-11%	-15%
O=C(NCc1cccs1)c1nc(-c2cccnc2)c2ccccn12	4%	11%	9	1%	-13%	?	?
CC(C)C(=O)N1c2ncnn2C2(CCCCC2)[C@@H]2CCCC[C@@H]21	5%	-20%	-30*	.	.	.	.
COCCNCc1ccc(-c2cccc(Cl)c2)o1	10%	53%[activator]	-7	-10%	-7%	-5%	-11%

Compound activity as filed in PubChem BioAssay.

An unsorted share of the library, and some 7.8% of all compounds hit somewhere here.
